Assay outcomes from PubChem BioAssay.
FUS suppressor: qHTS for Suppressors of FUS Proteinopathy: Primary screen using FUS-linked yeast assay | S. cerevisiae FUS-expressing, growth rescue, OD600, 24 h | AID 1347120, 2019 | hit rate 0.24% among 390,000 | Potency, µM (titrated, usually from 76.6 µM), for inactives: at the highest dose growth rescue (activation), usual class: activators;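 note: potency is the fitted concentration of half-maximal effect; plate controls were DMSO vehicle for no effect and reference control for full effect; nearly all actives have a fitted effect of over 55% in size; some results filed as inactive show a strong effect at the top dose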
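Toxicity suppression screen in FUS-yeast. Cells induced with 2% galactose, starting OD 0.005, treated 24hr at 30C with compounds at multiple final concentrations; growth by OD600.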
Abeta rescue: qHTS for compounds that reverse cellular toxicity of Amyloid beta (A-beta) peptide in yeast: Primary Screen; yeast expressing A-beta42, growth rescue, OD600, 48 h; response scale: 0% DMSO, 100% iron-clioquinol control; Potency, µM (highest dose often 46.1 µM), inactives show at the highest dose growth rescue, most hits filed as activators; hit rate 0.063% among 410,000; AID 1347071, 2019; note: potency is the fitted concentration of half-maximal effect; nearly all actives have a fitted effect of over 55% in size
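Growth rescue measured by 600 nm absorbance after 48 h yeast culture at 30 C with compound. Values normalized between DMSO and an equimolar ferric chloride plus clioquinol control.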
PI5P4K alpha inh: qHTS for Inhibitors of phosphatidylinositol 5-phosphate 4-kinase (PI5P4K) | Phosphatidylinositol 5-phosphate 4-kinase type-2 alpha (Homo sapiens), P48426 | PI5P4Kalpha enzyme, ADP-Glo luminescence, 60 min; hits give low values | max response, % | hit rate 1.2% among 330,000; active = max response of -50% or lower; inconclusive = between -30% and -50%; inactive = -30% or higher; note: value at the top dose of about 77 µM; % is set by controls: 0 for no effect and ±100 for the full control effect
Target sequence (P48426 whole entry, looked up): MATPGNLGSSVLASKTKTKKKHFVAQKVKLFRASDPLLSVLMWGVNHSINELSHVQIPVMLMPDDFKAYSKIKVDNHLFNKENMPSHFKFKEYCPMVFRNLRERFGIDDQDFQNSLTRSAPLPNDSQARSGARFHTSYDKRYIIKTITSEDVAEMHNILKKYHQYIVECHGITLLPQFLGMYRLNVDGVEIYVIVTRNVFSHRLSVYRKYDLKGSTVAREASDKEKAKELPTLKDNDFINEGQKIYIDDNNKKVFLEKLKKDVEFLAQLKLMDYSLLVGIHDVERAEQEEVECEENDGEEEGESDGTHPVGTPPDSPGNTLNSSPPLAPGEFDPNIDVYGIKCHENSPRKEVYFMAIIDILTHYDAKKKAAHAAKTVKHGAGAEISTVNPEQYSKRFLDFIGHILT
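Controls without substrate or without enzyme flank wells where PI5P4Kalpha converts substrate using 5 microM ATP (final). Incubation lasts 60 minutes at room temperature; ADP formed is read by ADP-Glo luminescence.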
IL-2 act: qHTS of IL-2 Activators; activation, % (series mostly up to about 46 µM); AID 652025, 2013; IL-2 activation reporter assay, cell-based qHTS; stimulated with anti-CD3/CD4/CD28 beads; in transgenic mouse T cells; hit rate 0.065% among 360,000; in the data active = activation above about 50%; inconclusive = mostly about 30% to 49%; note: 0% is about no effect
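Using fluorescent plate cytometry, EGFP and DsRed are detected in transgenic mouse T cells stimulated 18 h at 37 degrees C with antibody-coated beads after 60 min compound pretreatment.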
EPAC1 antagonist: qHTS for Antagonist of cAMP-regulated guanine nucleotide exchange factor 3 (EPAC1): primary screen; EPAC1 GEF assay, Rap1b-BODIPY-GDP exchange fluorescence; Potency, µM (top dose mostly 115 µM), for inactives: at the top dose activity change, negative = inhibition, actives largely listed as inhibitors; Rap guanine nucleotide exchange factor 3 (Homo sapiens), O95398; hit rate 0.14% among 360,000;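 note: potency is the fitted concentration of half-maximal effect; plate controls were vehicle for no effect and positive control for full effect; nearly all actives have a fitted effect of over 50% in size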
aSyn yeast inh: qHTS of alpha-syn Inhibitors. Yeast expressing alpha-synuclein, growth rescue, BacTiter-Glo, 24 h. Potency, µM (top dose mostly 46.1 µM), without a hit: at the top dose growth rescue (activation), usual class: activators. hit rate 0.14% among 370,000. AID 652106, 2013; note: potency is the fitted concentration of half-maximal effect; % of control where 0% means no effect; nearly all actives have a fitted effect of over 65% in size
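Rescue of yeast growth: cells expressing toxic alpha-synuclein, induced in galactose at OD600 0.02, incubated with compound 24 h at 30 C. ATP luminescence quantified growth; inhibitors of toxicity appear as activators.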
WRN helicase inh: qHTS for Inhibitors of WRN Helicase; Bifunctional 3'-5' exonuclease/ATP-dependent helicase WRN (Homo sapiens), Q14191; WRN helicase unwinding, fluorescent forked duplex, kinetic; Potency, µM (doses to about 114 µM), for the others: at the highest dose activity change, negative = inhibition, usual class: inhibitors; hit rate 0.46% among 360,000; note: potency is the fitted concentration of half-maximal effect; % is set by controls: 0 for no effect and ±100 for the full control effect; nearly all actives have a fitted effect of over 55% in size
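WRN at 20 nM final preincubated with compound 15 min at room temperature; reaction started with 100 nM fluorophore/quencher forked duplex oligonucleotide and 2 mM ATP final. Unwinding followed kinetically by red fluorescence (ex 525, em 598 nm).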
EPAC1 agonist: qHTS for Agonist of cAMP-regulated guanine nucleotide exchange factor 3 (EPAC1): primary screen | EPAC1 agonist qHTS, biochemical assay; response scale: 100% = response to 6.5 mM cAMP | hit rate 0.073% among 360,000 | Rap guanine nucleotide exchange factor 3 (Homo sapiens), O95398 | Potency, µM (series often up to 154 µM), without a hit: at the highest dose activation, most hits filed as activators; note: potency is the fitted concentration of half-maximal effect; nearly all actives have a fitted effect of over 60% in size
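Multi-concentration qHTS readout: loss of Rap1B-bound BODIPY-GDP fluorescence driven by 100 nM EPAC1 with excess GDP (50 uM), monitored kinetically at room temperature; agonist response expressed relative to 6.5 mM cAMP.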
PLK1 PBD block: qHTS for Inhibitors of PLK1-PDB (polo-like kinase 1 - polo-box domain): Primary Screen | Serine/threonine-protein kinase PLK1 (Homo sapiens), P53350 | Plk1 PBD binding of FITC phosphopeptide, fluorescence polarization | Potency, µM, for inactives: max response, negative = inhibition, actives largely listed as inhibitors | hit rate 2.8% among 360,000 | AID 720504, 2013; note: potency is the fitted concentration of half-maximal effect; series mostly up to about 57 µM; % is set by controls: 0 for no effect and ±100 for the full control effect; nearly all actives have a fitted effect of over 65% in size
Target sequence (P53350 whole entry, looked up, the tested form may be a part): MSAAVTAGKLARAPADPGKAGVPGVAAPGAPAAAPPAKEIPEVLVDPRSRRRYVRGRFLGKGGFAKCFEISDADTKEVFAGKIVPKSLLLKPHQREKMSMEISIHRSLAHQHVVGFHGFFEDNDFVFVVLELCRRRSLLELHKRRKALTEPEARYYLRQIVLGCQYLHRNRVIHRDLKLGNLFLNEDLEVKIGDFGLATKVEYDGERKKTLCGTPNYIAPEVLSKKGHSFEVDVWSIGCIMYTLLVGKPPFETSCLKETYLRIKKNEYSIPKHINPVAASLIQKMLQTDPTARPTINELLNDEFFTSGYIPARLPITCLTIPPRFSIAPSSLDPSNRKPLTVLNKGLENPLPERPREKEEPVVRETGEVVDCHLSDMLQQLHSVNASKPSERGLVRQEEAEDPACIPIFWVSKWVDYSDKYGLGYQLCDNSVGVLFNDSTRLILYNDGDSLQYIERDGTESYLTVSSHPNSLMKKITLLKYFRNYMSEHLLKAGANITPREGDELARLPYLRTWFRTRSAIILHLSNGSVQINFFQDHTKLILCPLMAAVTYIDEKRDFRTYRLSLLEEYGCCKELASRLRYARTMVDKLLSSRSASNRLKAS
Active calls of the source: *; ? = inconclusive; . = no result given; & = joins results of further samples; [ ] = another dose, or the depositor's remark. Unless noted, calls come from the whole dose curve; as a rule, active = well fitted curve in the direction sought with a large enough effect; inconclusive = small, poorly fitted or top-dose-only effect, or another doubt; inactive = no such curve, though single readings can be large; an effect the other way counts as inactive or inconclusive.

Order of values: PI5P4K alpha inh, PLK1 PBD block, EPAC1 antagonist, EPAC1 agonist, FUS suppressor, IL-2 act, WRN helicase inh, Abeta rescue, aSyn yeast inh
Cc1csc(CNC(=O)c2ccc(OC3CCN(CCc4ccccc4)CC3)cc2)n1
 : 4, -10%, 10%, 11%, 11%, -2.1, -4%, -2%, 1%
CC(C)On1c(SCC(=O)N(C)C)nc2ccccc2c1=O
 : 8, -6%, -1%, -1%, -6%, 0.5, -4%, -7%, 5%
CCOC(=O)c1cnc(-n2nc(C)cc2C)nc1Nc1ccc(O)cc1
 : 2, -2%, 14%, 7%, 14%, -0.7, -8%, -3%, 0%
CC1CN(S(=O)(=O)c2cccc(C(=O)NCc3ccccn3)c2)CC(C)O1 (stereo not drawn)
 : 1, 4%, 3%, 16%, 2%, -0.6, 3%, 0%, 4%
Cc1sc2nc(C3CC3)nc(N3CCN(C(=O)c4ccc(F)cc4)CC3)c2c1C
 : -10, -9%, -15%, 8%, 34%, -0.4, 1%, -6%, -6%
CCCCNCC#CCOc1cc(C)ccc1C(C)C
 : 6, 4%, -8%, -5%, -15%, -2.5, -2%, 7%, -4%
CN(CC(=O)Nc1cccc(F)c1)C(=O)CN1C(=O)C2CCCCC2C1=O (stereo not drawn)
 : 7, -3%, 1%, 9%, 1%, -0.4, -2%, 17%, -2%
O=P(COCCOCCOCCOCP(=O)(c1ccccc1)c1ccccc1)(c1ccccc1)c1ccccc1
 : 3, -13%, -29%, -2%, ?, -0.4, -1%, -5%, 8%
Cn1nnnc1SCC(=O)N1CCN(c2cccc(Cl)c2)CC1
 : 4, -10%, 5%, 2%, -4%, 1.1, -17%, -18%, -10%
COc1ccc(S(=O)(=O)Nc2c(NC3CCCCC3)c3ccccc3oc2=O)cc1Cl
 : -2, -21%, -21%, -6%, 30%, -2.4, -10%, 1%, -2%
COc1ccc(CN2C(=O)c3cccnc3C2=O)cc1S(=O)(=O)NC1CCCCC1C (stereo not drawn)
 : 2, -1%, -5%, -3%, -14%, -0.1, -9%, -15%, -23%
CCOc1cc(/C=N/NC(=O)c2ccncc2)ccc1OC(=O)c1ccc([N+](=O)[O-])cc1
 : -3, -8%, 2%, -1%, ?, -0.2, -2%, 16%, -8%
O=[N+]([O-])c1ccc2oc(C(O)c3cccc(Cl)c3)cc2c1 (stereo not drawn)
 : 11, -5%, ?, -2%, 26%, -0.7, -15%, 13%, ?
Cc1nc2cc(-c3ccc(Cl)cc3)nn2c(C)c1CCC(=O)NC(C)c1ccc2c(c1)OCCO2 (stereo not drawn)
 : 0, -5%, -13%, -1%, 39%, -4.4, -9%, -26%, 12%
Cc1ccc(C)c(NC(=O)CN(C)C(=O)[C@@H](NC(=O)c2ccc(C(C)(C)C)cc2)C(C)C)c1
 : -1, 7%, 18%, -38%[inhibitor], 16%, 1.1, -19%[57.1 µM], 18%, -3%
COc1ccc(C(C)C)cc1S(=O)(=O)NCC1CCCO1 (stereo not drawn)
 : 0, -7%, -3%, 4%, -14%, -0.2, 11%, -1%, -11%
COc1ccc(/C=C2\Cc3ccccc3C2=O)cc1OC
 : -1, -8%, 9%, 11%, -16%, -2.8, 4%, -9%, 16%
Cc1cccc(C2c3[nH]c4ccccc4c3CCN2C(=O)c2cc(-c3cccn3C)n[nH]2)n1 (stereo not drawn)
 : -4, -8%, -13%, 6%, 13%, -0.6, -10%, 35%, ?
CC[C@@H](C)C(NC(=O)OC(C)(C)C)c1cn([C@@H](CCCCNC(=O)OC(C)(C)C)C(=O)N2CCN(C(=O)OC(C)(C)C)CC2)nn1 (stereo partly drawn)
 : 0, 3%, -7%, -32%[inhibitor], 41%, -0.3, 1%, -1%, 3%
O=C(CCCC(=O)NCc1ccccc1)NCc1ccccc1
 : -4, -2%, -8%, -14%, ., -0.1, 0%, 1%, -1%
CC1(C)N=c2ccc([N+](=O)[O-])c(N)c2=[N+]1[O-]
 : -2, 0%, -5%, -12%, -19%, -1.1, 1%, -21%, -5%
C#Cc1ccc([C@H]2C=C(C(=O)NC3CC3)O[C@@H](OCC)[C@@H]2CCCO)cc1
 : -3, -5%, -8%, -10%, 22%, -0.2, 2%, 3%, -2%
CCOc1ccc(NC(=O)CCC(=O)NNC(=O)c2cccc([N+](=O)[O-])c2)cc1
 : -1, -10%, -12%, 4%, 0%, 0.5, 2%, -1%, -3%
Cn1c(=O)c2sccc2n2c(CCCC(=O)NCc3ccc4c(c3)OCO4)nnc12
 : ., 2%, -2%, 2%, 4%, -2.7, 8%, 5%, 8%
COc1cc2c(cc1OC)/C(=C/C(=O)c1cccc([N+](=O)[O-])c1)NCC2
 : 4, ?, 11%, 2%, 26%, -0.6, 8%, -19%, -2%
CCn1c(CC(=O)Nc2ccccc2F)nnc1SCC(=O)Nc1nnc(C)s1
 : -12, -1%, -7%, 3%, -4%, -1.2, 1%, -10%, -8%
COc1ccc(C(F)(F)F)cc1N/C=C\c1nnnn1-c1ccccc1
 : ., -1%, 3%, 9%, 9%, -0.9, -7%, 17%, 6%
N#Cc1ccc(/C=C/C(=O)c2ccc3c(c2)OCO3)cc1
 : 1, -3%, ?, -11%, -18%, -4.3, -34%, -46%[inhibitor], 6%
C=C1CCN([C@@H](CC(C)C)C(=O)O)S(=O)(=O)c2ccccc21
 : -1, -1%, 6%, -13%, 8%, -0.5, 8%, 1%, -2%
O=C(c1cc(-c2ccc(O)cc2)on1)N1CCc2ccccc2C1
 : -8, -24%, -30%, 4%, 19%, -1.1, -5%, 13%, -8%
Cc1c(Cl)cccc1NC(=O)CCCN1C(=O)c2cccnc2C1=O
 : 0, -1%, -16%, 4%, 12%, -2.2, -15%, 8%, 3%
Cc1cc(N)n(-c2ccc(S(=O)(=O)c3ccc(C(C)C)cc3)cc2)n1
 : 0, -9%, -1%, 0%, -34%, 1.1, -5%, ?, 0%
COc1ccc(/C=N/N=C2/NC(=O)C(c3ccccc3)(c3ccccc3)S2)cc1
 : ., -11%, 11%, 15%, -26%, 0.3, -2%, -13%, 1%
O=C(Cn1[nH]c(=O)c2ccccc2c1=O)OCC(=O)c1ccccc1Cl
 : 5, -19%, -15%, -10%, 16%, -0.5, -32%, 11%, -2%
Cc1ccc(O)c(CN(C)Cc2cc(C)ccc2O)c1
 : -6, 1%, -12%, -4%, ., -6.2, -19%, 0%, -3%
CCCS(=O)(=O)NC(=O)C1(C)CCN(C(=O)c2sccc2C)C1 (stereo not drawn)
 : 3, -8%, -19%, 7%, -17%, -0.5, 5%, -16%, 3%
COc1ccc(S(=O)(=O)NC(CC(=O)NCc2ccc3c(c2)OCO3)c2ccco2)cc1 (stereo not drawn)
 : -5, 0%, 7%, -1%, -9%, 0.6, -7%, -10%, 6%
O=C(CSc1ccc(Cl)cc1)Nc1ccc(N2CCN(C(=O)c3ccco3)CC2)cc1
 : -15, -17%, ?, -5%, 21%, -0.6, -26%, -1%, 11%
CCOc1ccc(CNC(=O)CCC(=O)N2Cc3ccccc3Oc3ncccc32)cc1
 : -3, -9%, -5%, -7%, 8%&4%, -2.1, 6%, -3%&-23%, -2%
COCc1cccc(-c2csc(C(O)c3ccc(F)c(F)c3)n2)c1 (stereo not drawn)
 : 10, -2%, ?, 0%, 12%, -0.7, -9%, 9%, ?
O=C(OCc1cn(-c2ccc(Cl)c(Cl)c2)nn1)c1ccccc1
 : 1, 0%, 4%, -1%, -8%, -1.6, 3%, -3%, -14%
Cc1cc(C)c(NC(=O)CNC(=O)c2cc(C3CC3)nn2-c2ccccc2)c(C)c1
 : -11, -4%, 16%, -8%, 14%, 1.6, 6%, -13%, -3%[1.84 µM]
O=C(c1nc2ccc(Cl)cn2c1CN1CCC(O)CC1)N1CCc2ccccc2C1
 : 4, -8%, 12%, 4%, 11%, -1.7, -1%, 12%, 1%
Cc1ccc(S(=O)(=O)N2CCN(S(=O)(=O)c3ccc(C)cc3)C2)cc1
 : 0, -1%, 3%, 11%, -2%, 2.3, -9%, 3%, 2%
Cc1csc(SCC(=O)NC23CC4CC(CC(C4)C2)C3)n1
 : 1, -7%, 7%, -1%, 1%, -0.7, -11%, -3%, 2%
O=C(NN=Cc1ccccc1)C(Oc1ccccc1)c1ccccc1 (stereo not drawn)
 : 3, -2%, ?, 5%, ., -0.4, -10%, 12%, 6%
COc1ccc(-c2[nH]c3ccccc3c2SCCNC(=O)c2cc3ccccc3oc2=O)cc1
 : 5, -13%, -13%, -8%, 35%, -2.2, -5%, 1%, 14%
Cc1ccc2c(c1)c1c(n2CC(O)CNC(C)(C)C)CCCC1 (stereo not drawn)
 : -2, -6%, -2%, -13%, -11%, -3.9, -4%, 9%, 8%
NS(=O)(=O)c1ccc(CCNC(=O)C2Cc3ccccc3CN2C(=O)c2ccco2)cc1 (stereo not drawn)
 : -19, -6%, -6%, -12%, ?, 1.6, -17%, 3%, 1%
CCCCN(C)c1c(C)nc2ccc(C(=O)NCCOc3ccc(OC)cc3)cn12
 : 3, -3%, 0%, 2%, -5%, -0.9, -6%, 12%, -7%
O=C(O)CCC(=O)N1CCc2cc(S(=O)(=O)N3CC=C(c4ccccc4)CC3)ccc21
 : -9, -8%, ?, 15%, 44%, -1.5, -1%, 0%, 1%

A few values from above.
EPAC1 agonist result of `COc1ccc(C(C)C)cc1S(=O)(=O)NCC1CCCO1` (stereo not drawn) → 4%
Abeta rescue result of `CCOc1cc(/C=N/NC(=O)c2ccncc2)ccc1OC(=O)c1ccc([N+](=O)[O-])cc1` → 16%
